Compound activity as filed in PubChem.
Wnt bcat act: Wnt/beta-catenin pathway activators, primary screen, cell-based, plate reader, single point. Wnt/beta-catenin reporter cell assay, activator. activation, % at 9.35 µM. 1.2% of 300,000 active; in the data active = activation above about 30%, passing the limit was not always enough; inconclusive = no clear call, values can overlap the other calls;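 note: 0% = neutral control wells and 100% = positive control wells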
HTR5A ag ctr: HTR5A agonists in luminescence cell assay, primary screen, counter-screen for OPRM1-OPRD1 heterodimer agonist project, full-deck HTS | 5-hydroxytryptamine receptor 5A (Homo sapiens), P47898 | cell-based | activation, % at 9.3 µM | 0.61% of 340,000 active | AID 504692, 2011; in the data active = activation mostly above about 9.5%, no sharp cut-off; inactive = mostly below about 7.6%;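 note: 0% = cells with vehicle only and 100% = reference agonist; strong numbers were not always called active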
dFosB act: activators of delta FosB homodimer, primary screen, biochemical, fluorescence polarization, TAMRA-CDK5 oligo, single point; purified delta FosB; percent of positive-control signal above neutral wells; activation, % at 25 µM; 0.99% of 340,000 active; AID 493131, 2011;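 active = mean activation above about 17%, with every replicate also reaching it, limit read from the data, passing the limit was not always enough; inconclusive = only one of the two conditions met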;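 note: fluorescence polarization rise as delta FosB binds a TAMRA Cdk5 AP-1 oligo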
RTF Ca sens act: cardiac RTF calcium sensitivity activators, primary screen, biochemical, IANBD-TnC fluorescence, EC20 calcium; AID 493008, 2010; activation, % at 7.2 µM; Troponin I, cardiac muscle (Homo sapiens) + Troponin T, cardiac muscle (Homo sapiens) + …; IANBD-labeled TnC RTF fluorescence at EC20 calcium; 0% EC20 calcium, 100% full calcium; 0.24% of 340,000 active;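 active = activation above the mean over all tested compounds plus 3 SD, cut at about 30% in these data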;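 note: rise in fluorescence read as greater calcium sensitivity of cardiac thin filaments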
SR-BI HDL uptake: inhibitors of SR-BI mediated HDL lipid uptake, primary screen, ldlA[mSR-BI] cells, fluorescence, single point. Scavenger receptor class B member 1 (Mus musculus), Q61009. ldlA[mSR-BI] CHO cells, DiI-HDL uptake fluorescence, 3 h. inhibition, % at 12.5 µM. 0.96% of 320,000 active;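 active = mean replicate inhibition of at least 70% and a set share of replicates each scoring 70 or more; inconclusive = meets just one of the two criteria; inactive = fails both criteria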;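 note: 0% = median of neutral control wells and 100% = median of positive control wells; values of inactives mirror those of a sister screen read the other way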
Target sequence (Q61009 whole entry, looked up): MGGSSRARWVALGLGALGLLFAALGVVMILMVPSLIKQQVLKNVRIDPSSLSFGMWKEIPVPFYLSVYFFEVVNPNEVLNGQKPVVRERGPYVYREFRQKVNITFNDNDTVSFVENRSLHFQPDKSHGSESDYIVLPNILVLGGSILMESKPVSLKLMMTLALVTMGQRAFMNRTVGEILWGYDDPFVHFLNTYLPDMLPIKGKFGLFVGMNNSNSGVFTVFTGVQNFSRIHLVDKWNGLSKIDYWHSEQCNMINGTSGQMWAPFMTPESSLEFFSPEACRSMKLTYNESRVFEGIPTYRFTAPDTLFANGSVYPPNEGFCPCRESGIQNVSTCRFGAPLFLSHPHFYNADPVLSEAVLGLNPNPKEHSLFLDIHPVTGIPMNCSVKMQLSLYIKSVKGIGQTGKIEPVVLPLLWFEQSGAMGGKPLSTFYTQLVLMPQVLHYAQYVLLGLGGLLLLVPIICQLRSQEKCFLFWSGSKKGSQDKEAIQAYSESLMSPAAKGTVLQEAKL
Rtt109 Vps75: inhibitors of C. albicans Rtt109/Vps75 HAT, primary screen, biochemical, ThioGlo CoA-SH fluorescence, plate reader; Histone acetyltransferase RTT109 (Candida albicans (strain SC5314 / ATCC MYA-2876)), …; purified Rtt109/Vps75, 4 h; inhibition, % at 34.9 µM; 0.16% of 330,000 active;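 active = inhibition of at least 50% in every replicate; inconclusive = best replicate reaches 50% inhibition but some replicates fall short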
Target sequence (Q5AAJ8 whole entry, looked up): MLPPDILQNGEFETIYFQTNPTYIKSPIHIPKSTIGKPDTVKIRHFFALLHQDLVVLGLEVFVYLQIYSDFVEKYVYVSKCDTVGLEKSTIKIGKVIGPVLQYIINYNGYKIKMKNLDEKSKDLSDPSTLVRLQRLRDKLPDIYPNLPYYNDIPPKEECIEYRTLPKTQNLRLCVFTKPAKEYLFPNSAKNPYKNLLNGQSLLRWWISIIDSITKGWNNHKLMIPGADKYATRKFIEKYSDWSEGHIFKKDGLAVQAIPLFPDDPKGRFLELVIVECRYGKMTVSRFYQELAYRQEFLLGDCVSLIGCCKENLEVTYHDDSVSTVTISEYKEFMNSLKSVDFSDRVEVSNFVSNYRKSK
CDK5 p35 inh: inhibitors of human CDK5/p35 kinase, primary screen, biochemical, single concentration; AID 488839, 2010; inhibition, % at 10 µM; 0.01% of 330,000 active; Cyclin-dependent kinase 5 (Homo sapiens) + Cyclin-dependent kinase 5 activator 1 (Homo …; Recombinant CDK5/p35, ADP-Glo luminescence, 60 min;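 active = highest replicate inhibition of at least 50% and at least 75% of replicates reaching 50%; inconclusive = only one of the two criteria met; inactive = both criteria failed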;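 note: plate controls were DMSO neutral control for no effect and GW8510 at 10 µM for full effect; many of its hits are not listed in these tables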
PvdQ inh: P. aeruginosa PvdQ acylase inhibitors, primary screen, biochemical, fluorescence, plate reader and imaging, single point | purified PvdQ acylase | inhibition, % at 10 µM | 0.063% of 340,000 active | AID 488965, 2010; in the data active = inhibition above about 30%, passing the limit was not always enough; inconclusive = no clear call, values can overlap the other calls;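 note: 0% = vehicle neutral wells and 100% = reference inhibitor wells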
MITF TRPM1 HTS: activators of MITF-driven TRPM1 promoter reporter, primary screen, cell-based, SK-MEL-5, luciferase, single point. 0.75% of 300,000 active. SK-MEL-5 TRPM1-promoter luciferase, 24 h; % of positive control, neutral wells = 0. activation, % at 12.5 µM. AID 588334, 2011;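 active = mean activation of at least 80% with every replicate also reaching 80%; inconclusive = mean reaches 80% but some replicate falls short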;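 note: 0% = neutral control wells and 100% = parthenolide positive control wells; values of inactives mirror those of a sister screen read the other way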
SR-BI uptake up: activators of SR-BI mediated DiI-HDL uptake, primary screen, ldlA[mSR-BI] CHO cells, DiI fluorescence; 0.096% of 320,000 active; 3 h; 100 = double the neutral-control signal; AID 504775, 2011; activation, % at 12.5 µM;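 active = mean replicate activation of at least 60% and every replicate at or above 60%; inconclusive = mean or all-replicate condition met, but not both; inactive = mean below 60% and not all replicates reaching 60%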;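 note: 0% = median plate neutral-control signal and 100% = twice that signal; values of inactives mirror those of a sister screen read the other way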
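System: LDL receptor-deficient CHO ldlA cells overexpressing murine SR-BI | Timing: 3 h uptake period with compound, 37 °C | Medium: HEPES-buffered (25 mM, pH 7.4) F12 plus 0.5% BSA | Dosing: Single-point compound dose | Signal: Bottom-read fluorescence, 550/595 nm | Read-out: Retained DiI signal reflecting DiI-HDL uptake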
* = called active by the depositor; ? = inconclusive; . = no result given.

SMILES | Wnt bcat act | HTR5A ag ctr | dFosB act | RTF Ca sens act | SR-BI HDL uptake | Rtt109 Vps75 | CDK5 p35 inh | PvdQ inh | MITF TRPM1 HTS | SR-BI uptake up
CC(Cc1c[nH]c2ccccc12)C(=O)N1CCN(c2ccccc2F)CC1 (stereo not drawn) | -4 | -4 | -10 | 6 | -16 | 3 | -2.5 | -5 | 5 | 16
CC(CCc1ccccc1)NC(=O)c1ccc(Br)cc1 (stereo not drawn) | 2 | -1 | -1 | 2 | -3 | 1 | 2.3 | -16 | 7 | 3
COC(=O)c1[nH]c2ccc(F)cc2c1NS(=O)(=O)c1ccc(F)c(C)c1 | -10 | 3 | -7 | -5 | 11 | 10 | 0.1 | 5 | -14 | -11
COc1ccc(CCNC(=O)C/C(C)=N/NC(=O)C(c2ccccc2)c2ccccc2)cc1OC | -3 | 9 | -7 | -2 | 14 | -13 | -0.2 | -11 | -6 | -14
CCCOc1ccc(C(=O)NCc2ccco2)cc1 | 14 | -3 | -4 | -6 | 0 | 3 | 1.3 | -17 | 6 | 0
COc1c(Cl)cccc1-c1cn2ccc(C)cc2n1 | 57* | 7 | -2 | -2 | 12 | 4 | 1.2 | -14 | 69 | -12
O=C(NCCc1ccccc1)c1ccc2c(c1)S(=O)(=O)N=C1CCCCCN12 | 1 | 1 | -13 | -1 | 0 | 3 | -1.7 | -7 | 22 | 0
CC1CCCC(C)N1C(=O)COC(=O)c1ccccc1O (stereo not drawn) | 0 | -3 | 4 | -4 | -29 | -6 | -0.4 | 10 | 48 | 29
CNC(=S)N1N=C(c2ccc(Br)cc2)CC1c1ccc(Br)cc1 (stereo not drawn) | -10 | 6 | 0 | 4 | 20 | -2 | 1.9 | -11 | 7 | -20
O=C(NNc1c(Cl)cccc1Cl)C1CCC1 | 0 | 3 | -2 | 1 | 6 | -4 | 0.2 | 6 | 4 | -6
CC(C)Cn1c(=O)c2ccccc2n2c(CCC(=O)NC3CCN(Cc4ccccc4)CC3)nnc12 | -1 | 5 | -12 | -3 | -3 | -4 | -0.8 | -7 | -1 | 3
Cn1c(-c2ccccc2[N+](=O)[O-])[n+](C)c2ccccc21 | -2 | -1 | 5 | -8 | -6 | -2 | 0.0 | -16 | . | 6
O=C(NCc1cccnc1)c1cn(-c2ccccc2)nc1-c1cccs1 | 3 | -3 | -12 | 0 | -1 | 15 | 1.2 | 1 | 19 | 1
O=C(COC(=O)/C=C/c1cccc(F)c1)Nc1cccc(S(=O)(=O)NC2=NCCCCC2)c1 | -2 | 3 | -2 | -4 | 1 | 3 | 0.3 | 1 | 4 | -1
Cc1ccc(NC(=O)CSc2ccc(-c3ccco3)nn2)c(C)c1 | -1 | 3 | -4 | -6 | . | -1 | 1.4 | 1 | 9 | .
COc1ccc(CN2CCNC(=O)C2CC(=O)N(C)CCC2CCOCC2)cc1OC (stereo not drawn) | 0 | -2 | -7 | 4 | -1 | -6 | 2.3 | -9 | 5 | 1
CC1(C(=O)OCc2cc(=O)n3cc(Br)ccc3n2)CC1(Cl)Cl (stereo not drawn) | 6 | 2 | 0 | 1 | 16 | -9 | 0.6 | 7 | ? | -16
NS(=O)(=O)c1ccc(CCNC(=O)COC(=O)C2CCN(c3ccc(C(F)(F)F)cn3)CC2)cc1 | -4 | 1 | -5 | -1 | -8 | -10 | -1.9 | -12 | 4 | 8
Cc1ccccc1CNC(=O)C1CCC(=O)N(C2CCCCCC2)C1 (stereo not drawn) | -1 | 2 | 2 | -4 | -8 | -3 | 0.7 | -11 | 5 | 8
COc1ccccc1Nc1ncccc1C(=O)NCc1ccccc1 | . | 2 | -10 | 2 | 20 | 7 | -0.4 | -6 | -8 | -20
C=CCNC(=O)c1cccc(C(F)(F)F)c1 | . | -2 | 6 | 5 | -7 | 0 | 0.4 | -5 | -5 | 7
O=C(O)C1=C[C@@H](c2coc3ccccc3c2=O)C[C@@H](OCCCCO)O1 | 7 | 7 | 11 | -8 | -30 | -1 | -0.1 | 3 | 3 | 30
CCc1nc2ccccc2c(C(=O)Nc2cccc(C)c2)c1C | -2 | 2 | 5 | -3 | 7 | 0 | -0.1 | -2 | . | -7
Cc1cc2c(cc1C)[n+](C)cn2CC(O)COCc1ccccc1 (stereo not drawn) | . | -2 | -16 | 3 | 2 | 0 | 1.9 | -10 | 6 | -2
C[C@H](NC(=O)c1ccccc1Cl)C(=O)OCCOc1cccc(Cl)c1 | -1 | -3 | -10 | 1 | -14 | 4 | 1.1 | -6 | 2 | 14
Next part:
SMILES | Wnt bcat act | HTR5A ag ctr | dFosB act | RTF Ca sens act | SR-BI HDL uptake | Rtt109 Vps75 | CDK5 p35 inh | PvdQ inh | MITF TRPM1 HTS | SR-BI uptake up
Cc1nc(Nc2ccccc2O)c2oc3ccccc3c2n1 | 1 | 0 | -7 | 1 | -9 | -2 | 0.6 | 4 | -9 | 9
COc1ccc(-n2c(SCC(=O)Nc3cccc(S(N)(=O)=O)c3)nc3ccccc3c2=O)cc1OC | 0 | 1 | -26 | 2 | . | 3 | -1.4 | -1 | -10 | .
COc1ccc(S(=O)(=O)NCCC(=O)OCc2cc(=O)oc3cc(C)ccc23)cc1[N+](=O)[O-] | 1 | 4 | -8 | -2 | 9 | -8 | 1.4 | -10 | 15 | -9
CCCCCC(=O)Nc1cccc(C2=NOC3(C2)C[C@@H](C(N)=O)N(C(=O)c2cc([N+](=O)[O-])cc([N+](=O)[O-])c2C)C3)c1 (stereo partly drawn) | -6 | 4 | -1 | -5 | 35 | 13 | -0.7 | 5 | 1 | -35
COc1ccc(CCNC(=O)c2ccc(NC(=O)CC3SC(N4CCCC4)=NC3=O)cc2)cc1 (stereo not drawn) | -3 | 11 | -7 | -5 | 36 | -1 | 1.3 | -9 | -1 | -36
COc1ccc(C(=O)Nc2cccc(-c3ccc(N4CCOCC4)nn3)c2)cc1OC | 26 | 2 | -7 | -10 | 75* | 11 | 1.2 | -6 | 96* | -75
Cc1ccc(-c2nc(-c3ccccn3)no2)cc1 | -11 | -3 | -11 | -4 | 12 | -1 | 21 | 0 | -89 | -12
CCOC(=O)c1c(C)n(-c2ccc(C)cc2)c2ccc(OCC(O)CN3CCN(C)CC3)cc12 (stereo not drawn) | -1 | -2 | -19 | -1 | -11 | 41 | 0.4 | 6 | -34 | 11
COCCN1CCn2c(nc3cc(Nc4nnc(C)c5ccccc45)ccc32)C1 | 1 | . | 10 | -5 | -7 | 20 | 1.3 | -6 | . | 7
O=C(COC(=O)c1cnccn1)c1ccccc1 | . | 2 | 6 | 2 | 0 | 1 | 0.7 | -10 | -11 | 0
COc1ccccc1NS(=O)(=O)c1cccc(C(=O)N/N=C(/C)c2ccc(-n3ccnc3)cc2)c1 | -3 | 0 | -7 | 7 | -78 | 8 | 2.1 | -9 | 4 | ?
O=C(O)COCCN1CCN([C@H](c2ccccc2)c2ccc(Cl)cc2)CC1 | 0 | 3 | 0 | 0 | -9 | -3 | -0.4 | 4 | -7 | 9
CCOc1cc(/C=N/Nc2nc(=O)[nH]nc2C)ccc1O | -4 | -1 | 0 | 3 | 21 | 5 | 1.0 | -2 | 2 | -21
CCC(=O)c1ccc(OCC(=O)OCC(=O)Nc2c(C)n(C)n(-c3ccccc3)c2=O)cc1 | -5 | 7 | -3 | -1 | -21 | 0 | 1.6 | -14 | 2 | 21
CN(C)C(/C=C/Nc1ccc([N+](=O)[O-])cc1)=C(C#N)C#N | 0 | 1 | 4 | -2 | -15 | 2 | -0.1 | -10 | -11 | 15
CC(OC(=O)c1ccc(NC(=O)CC#N)cc1)C(=O)NC(c1ccccc1)c1ccccc1 (stereo not drawn) | -6 | 0 | 0 | 1 | -1 | 1 | -1.8 | -14 | 4 | 1
Cc1c(Cl)cccc1-c1ccc(C(=O)N2CCN(c3ccc([N+](=O)[O-])cc3)CC2)o1 | 0 | 9 | 1 | 3 | 45 | 3 | -1.0 | -10 | -3 | -45
CCOC(=O)C1CCCCN1Cc1cc(Cl)ccc1O (stereo not drawn) | . | -7 | -1 | 3 | -10 | -8 | 0.4 | -8 | 1 | 10

An excerpt of these results, with values under each structure.
Fields: Wnt bcat act	HTR5A ag ctr	dFosB act	RTF Ca sens act	SR-BI HDL uptake	Rtt109 Vps75	CDK5 p35 inh	PvdQ inh	MITF TRPM1 HTS	SR-BI uptake up
- Cc1nc(Nc2ccccc2O)c2oc3ccccc3c2n1
 : 1	0	-7	1	-9	-2	0.6	4	-9	9
- COc1ccc(-n2c(SCC(=O)Nc3cccc(S(N)(=O)=O)c3)nc3ccccc3c2=O)cc1OC
 : 0	1	-26	2	.	3	-1.4	-1	-10	.
- COc1ccc(S(=O)(=O)NCCC(=O)OCc2cc(=O)oc3cc(C)ccc23)cc1[N+](=O)[O-]
 : 1	4	-8	-2	9	-8	1.4	-10	15	-9
- CCCCCC(=O)Nc1cccc(C2=NOC3(C2)C[C@@H](C(N)=O)N(C(=O)c2cc([N+](=O)[O-])cc([N+](=O)[O-])c2C)C3)c1 (stereo partly drawn)
 : -6	4	-1	-5	35	13	-0.7	5	1	-35
- COc1ccc(CCNC(=O)c2ccc(NC(=O)CC3SC(N4CCCC4)=NC3=O)cc2)cc1 (stereo not drawn)
 : -3	11	-7	-5	36	-1	1.3	-9	-1	-36
- COc1ccc(C(=O)Nc2cccc(-c3ccc(N4CCOCC4)nn3)c2)cc1OC
 : 26	2	-7	-10	75*	11	1.2	-6	96*	-75
- Cc1ccc(-c2nc(-c3ccccn3)no2)cc1
 : -11	-3	-11	-4	12	-1	21	0	-89	-12
- CCOC(=O)c1c(C)n(-c2ccc(C)cc2)c2ccc(OCC(O)CN3CCN(C)CC3)cc12 (stereo not drawn)
 : -1	-2	-19	-1	-11	41	0.4	6	-34	11
- COCCN1CCn2c(nc3cc(Nc4nnc(C)c5ccccc45)ccc32)C1
 : 1	.	10	-5	-7	20	1.3	-6	.	7
